Screening data from PubChem.
C2C12 statin: protects C2C12 myotubes from simvastatin toxicity; ATP luminescence, 48 h; scaled: DMSO 0, geranylgeraniol control 100; rescue of ATP level, % at 7.49 µM; 330,000 tested, 0.78% active;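 active means mean ATP rescue above about 67%, or every replicate alone reaching that limit, limit read from the data, passing the limit was not always enough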;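 further: myotubes were challenged with 10 µM simvastatin during compound exposure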
Cneo AK release: causes C. neoformans cell lysis; AID 651654; adenylate kinase release luminescence, 4 h; normalised: neutral wells 0, clomiphene wells 100; lysis activity, % at 15 µM; 360,000 tested, 0.2% active;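 active means mean lysis activity across replicates of at least 80%, whatever share of replicates individually reach that level; inactive means mean lysis activity below 80%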
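read-out = cell lysis signal | test system = log-phase Cryptococcus neoformans yeast cells | input = cells at 5 × 10^6 per mL | medium = fresh YPD growth medium | signal = luminescent adenylate kinase detection reagent | timing = 4 h at 37 °C static, read 1 h later | dosing = single dose | controls = Clomiphene as positive lysis control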
SIRT5 block: blocks human SIRT5 desuccinylation of peptide; Q9NXA8; Purified SirT5, succinyl-peptide AMC, trypsin-coupled fluorescence; inhibition, % at 15 µM; 330,000 tested, 1.1% active; in the data active means inhibition above about 15%
Target sequence (Q9NXA8 whole entry, looked up): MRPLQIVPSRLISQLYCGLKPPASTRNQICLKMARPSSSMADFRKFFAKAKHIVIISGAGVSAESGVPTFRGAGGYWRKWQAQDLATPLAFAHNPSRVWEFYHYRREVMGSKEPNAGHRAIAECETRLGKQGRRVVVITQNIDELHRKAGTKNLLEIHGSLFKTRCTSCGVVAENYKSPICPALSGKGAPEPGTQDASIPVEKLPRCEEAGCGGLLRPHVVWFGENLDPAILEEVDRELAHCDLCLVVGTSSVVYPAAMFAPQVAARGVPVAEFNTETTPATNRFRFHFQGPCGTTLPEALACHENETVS
miR122 inh: blocks miR-122 activity in Huh7 sensor cells; Huh7 miR-122 Renilla luciferase sensor, 48 h; neutral wells = 0, positive control = 100; activation (reporter increase), % at 12.5 µM; 340,000 tested, 0.3% active;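 active means mean replicate activation score at least 90 and every replicate individually at or above 90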;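 further: higher luciferase means less miR-122 activity so hits act as miR-122 inhibitors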
ARNT-TACC3 inh: disrupts binding between human ARNT and TACC3; Q9Y6A5; AlphaScreen His-ARNT PAS-B/GST-TACC3 binding, luminescence; TACC3 fragment carries E629A point mutation; inhibition, % at 9.99 µM; 390,000 tested, 0.66% active;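 active means mean inhibition of replicates at least 50% and at least half of replicates each reaching 50%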;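 further: 0% = complete ARNT plus TACC3 wells and 100% = ARNT alone without TACC3; many hits fall short of the cut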
ERp5 inh: inhibitors of human ERp5; Q15084; ERp5 insulin aggregation, absorbance 650 nm, 90 min; inhibition, % at 9.99 µM; 350,000 tested, 0.05% active;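 active means mean replicate inhibition above about 25%, with every replicate also reaching it, limit read from the data, passing the limit was not always enough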
Target sequence (Q15084 whole entry, looked up): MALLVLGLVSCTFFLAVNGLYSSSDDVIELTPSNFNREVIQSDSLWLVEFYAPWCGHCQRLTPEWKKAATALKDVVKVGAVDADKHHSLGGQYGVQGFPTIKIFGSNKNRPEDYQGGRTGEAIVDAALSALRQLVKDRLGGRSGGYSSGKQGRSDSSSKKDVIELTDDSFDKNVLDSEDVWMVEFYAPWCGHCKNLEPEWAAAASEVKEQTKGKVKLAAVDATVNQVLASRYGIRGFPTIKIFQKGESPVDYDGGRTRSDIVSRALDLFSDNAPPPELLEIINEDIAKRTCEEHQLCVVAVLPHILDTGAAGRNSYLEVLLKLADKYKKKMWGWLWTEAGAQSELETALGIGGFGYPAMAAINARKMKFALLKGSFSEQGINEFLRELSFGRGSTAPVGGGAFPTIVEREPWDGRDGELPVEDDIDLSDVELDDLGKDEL
esBAF inh: blocks esBAF chromatin remodeling in mouse ES cells. Bmi1-luciferase knock-in reporter, 24 h; 100% = twice the neutral-well signal. reporter increase, % at 12.5 µM. 350,000 tested, 2% active; in the data active means activation above about 40%;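 further: 0% = median of the plate's neutral control wells and 100% = double that signal; a rise in the Bmi1 reporter signal indicates esBAF inhibition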
* hit, by the source's call; . = no result given; & = joins results of further samples; [ ] = another dose, or the depositor's remark.

SMILES	C2C12 statin	Cneo AK release	SIRT5 block	miR122 inh	ARNT-TACC3 inh	ERp5 inh	esBAF inh
C=CC(COCc1ccccc1)N(C(=O)OC(C)(C)C)S(=O)(=O)c1ccccc1Br (configuration not stated)	-18.1	1.5	.	8.6	-23.9	0.5	-17.6
CC12CCC(C(=O)NCc3ccc(Cl)cc3)(OC1=O)C2(C)C (configuration not stated)	-29.6	0.9	.	-0.4	-6.2	.	-1.2
CC(C)NC(=O)N(C)C[C@H]1Oc2ncc(C#Cc3ccccc3F)cc2C(=O)N([C@@H](C)CO)C[C@H]1C	-3.9	7.4	7.7	1.2[16.7 µM]	5.5	-1.8	3.4
O=C(CCCN=C1NS(=O)(=O)c2ccccc21)OCC(=O)c1ccccc1Cl	5.5	-2.2	2.1	-5.0	1.1	-0.3	1.6
c1ccc(CNc2nc(NCc3ccccc3)c3sccc3n2)cc1	-46.4	-1.6	.	-1.6	.	2.2	-5.1
Cc1ccc(-n2c(-c3nn(C)c(C)c3Cl)n[nH]c2=S)cc1	8.4	1.7	.	-0.9	.	.	-12.2
CC1(C)Cc2nc(-c3ccccc3)nc(SCC(O)CO)c2CO1 (configuration not stated)	.	-2.6	1.6	-1.7	.	0.8	.
CCOC(=O)CCCCC(=O)c1[nH]c(=O)[nH]c1CSc1nc2ccccc2[nH]1	95.5*	1.5	1.0	-1.4	2.6	3.8	-10.1
Cc1nn(CCc2n[nH]c(=S)n2C)c(C)c1Br	7.8	1.6	.	-4.1	-0.3	.	8.0
COc1ccc(S(=O)(=O)N2CCCC2C(=O)Nc2ccc(O)cc2)cc1 (configuration not stated)	-1.8	-1.6	.	1.2	.	7.5	3.1
C(=Nc1ccccc1)c1ccc[nH]1	-0.3	2.8	.	-1.6	-2.9	2.3	-3.0
COc1cc2ccccc2cc1C(=O)Nc1ccc(C)cc1	-51.5	-6.7	2.6	.	-5.5	-1.4	46.3*
Cc1noc(C)c1S(=O)(=O)Nc1ccc(C(=O)N2CCc3ccccc3C2)cc1	11.5	0.0	.	7.1	0.1	.	-0.1
C[C@H]1CCCCO[C@H](CN(C)C)[C@@H](C)CN([C@@H](C)CO)C(=O)c2cc(NC(=O)NC3CCCCC3)ccc2O1	-10.3	-3.7	-3.8	-3.5[16.7 µM]	-2.8	1.2	0.1
COc1ccc(CN(C)C[C@@H]2Oc3ccc(NC(=O)Cn4cnnn4)cc3CC(=O)N([C@H](C)CO)C[C@@H]2C)cc1	-6.9	-1.0	-1.1	4.8[16.7 µM]	-0.6	4.8	-1.3
COC(=O)c1cc(OC)c(OC)cc1NC(=O)CSc1ccc(C)cc1	-4.1	7.0	.	2.7	-1.6	.	-15.9
Cc1ccccc1NS(=O)(=O)c1ccc(C(=O)N2CCN(c3ccccc3O)CC2)cc1	5.9	-6.0	2.0	.	16.4	-1.7	-6.3
Cc1ccc(S(=O)(=O)CCC(=O)Nc2cccc(C)c2)cc1	-13.7	0.3	.	1.8	-1.1	.	8.8
CC1CCCCN1C(=O)CSc1nc2ccccc2n1CC(=O)N1CCc2ccccc21 (configuration not stated)	-2.5	4.4	.	.	-8.2	.	6.3
CC(C)(C)c1ccc(S(=O)(=O)N2CCN(CC(O)CN3CCOCC3)CC2)cc1 (configuration not stated)	1.1	-1.9	.	.	42.7	-0.9	4.2
CC=Cc1ccc2n(c1=O)C[C@@H]1[C@@H](CO)[C@H](C(=O)Nc3nccs3)N(Cc3ccccc3F)[C@H]21 (mixture of isomers)	-0.1	-1.0	0.5	8.1[16.7 µM]	16.8	3.1	0.5
Cc1cc(C)c(OCCOCCN2CCNCC2)c(C)c1	3.4	1.4	.	-5.3	-1.5	.	-0.4
O=C(CCC(=O)N1CCN(C(=O)c2ccco2)CC1)c1ccc(F)cc1	.	.	-6.3	.	-23.5	-6.1	.
C[C@@H]1CN([C@H](C)CO)C(=O)c2cc(/C=C/c3ccccc3)cnc2O[C@@H]1CN(C)C(=O)Nc1ccccc1F	22.4	3.7	-16.6	0.1[16.7 µM]	3.0	-5.2	-2.5
Cc1cccc(NC(=O)c2sc(C)nc2C)c1	-5.5	1.9	.	8.5	-6.2	.	29.4
O/N=C/c1cccn1-c1ccc(O)cc1	6.8	0.6	.	-4.1	-2.9	.	-0.5
Cc1cnc(C(=O)OCc2ccc(COC(=O)c3cnc(C)cn3)cc2)cn1	-5.1	-0.2	-0.9	-4.3	-7.3	-13.7	-8.3
COc1ccc(S(=O)(=O)Nc2ccc(S(=O)(=O)NCC3CCCO3)cc2)cc1 (configuration not stated)	4.4	14.7	1.0	9.1	-8.2	1.1	-0.9
O=C(NCC[C@H]1CC[C@H](NS(=O)(=O)c2ccc(F)cc2)[C@@H](CO)O1)Nc1ccc(Cl)cc1	9.4	21.3	0.6	-4.3[16.7 µM]	-3.1	-0.8	31.5
CCOC(=O)c1oc2ccccc2c1CSc1nnnn1-c1ccc(OC)cc1	44.3	1.4	.	-2.3	1.1	.	-2.1

For convenience, part of the list above:
SMILES	C2C12 statin	Cneo AK release	SIRT5 block	miR122 inh	ARNT-TACC3 inh	ERp5 inh	esBAF inh
C=CC(COCc1ccccc1)N(C(=O)OC(C)(C)C)S(=O)(=O)c1ccccc1Br (configuration not stated)	-18.1	1.5	.	8.6	-23.9	0.5	-17.6
CC12CCC(C(=O)NCc3ccc(Cl)cc3)(OC1=O)C2(C)C (configuration not stated)	-29.6	0.9	.	-0.4	-6.2	.	-1.2
CC(C)NC(=O)N(C)C[C@H]1Oc2ncc(C#Cc3ccccc3F)cc2C(=O)N([C@@H](C)CO)C[C@H]1C	-3.9	7.4	7.7	1.2[16.7 µM]	5.5	-1.8	3.4
O=C(CCCN=C1NS(=O)(=O)c2ccccc21)OCC(=O)c1ccccc1Cl	5.5	-2.2	2.1	-5.0	1.1	-0.3	1.6
c1ccc(CNc2nc(NCc3ccccc3)c3sccc3n2)cc1	-46.4	-1.6	.	-1.6	.	2.2	-5.1
Cc1ccc(-n2c(-c3nn(C)c(C)c3Cl)n[nH]c2=S)cc1	8.4	1.7	.	-0.9	.	.	-12.2
CC1(C)Cc2nc(-c3ccccc3)nc(SCC(O)CO)c2CO1 (configuration not stated)	.	-2.6	1.6	-1.7	.	0.8	.
CCOC(=O)CCCCC(=O)c1[nH]c(=O)[nH]c1CSc1nc2ccccc2[nH]1	95.5*	1.5	1.0	-1.4	2.6	3.8	-10.1
Cc1nn(CCc2n[nH]c(=S)n2C)c(C)c1Br	7.8	1.6	.	-4.1	-0.3	.	8.0
COc1ccc(S(=O)(=O)N2CCCC2C(=O)Nc2ccc(O)cc2)cc1 (configuration not stated)	-1.8	-1.6	.	1.2	.	7.5	3.1
C(=Nc1ccccc1)c1ccc[nH]1	-0.3	2.8	.	-1.6	-2.9	2.3	-3.0

Continued.
SMILES	C2C12 statin	Cneo AK release	SIRT5 block	miR122 inh	ARNT-TACC3 inh	ERp5 inh	esBAF inh
O=C(COc1ccccc1[N+](=O)[O-])NCCC1=CCCCC1	.	.	-2.5	.	0.8	5.1	.
COC(=O)C[C@H]1C[C@H]2c3cc(NS(C)(=O)=O)ccc3O[C@H]2[C@H](CO)O1	0.6	-4.7	-3.8	2.2[16.7 µM]	-10.7	8.8	0.5
C[C@H]1CN([C@@H](C)CO)C(=O)c2cccc(NS(=O)(=O)c3ccc(Cl)cc3)c2O[C@H]1CN(C)Cc1ccc(C(=O)O)cc1	.	1.9	-3.5	-2.4[16.7 µM]	-2.1	-9.2	-3.0
Clc1ccc(OCCCNCc2ccccc2)c2ccccc12	19.8	2.5	0.4	-9.6	1.2	14.5	-0.3
Nn1c(SCC(=O)Nc2ccc(S(N)(=O)=O)cc2)nnc1-c1ccco1	.	-1.4	-3.7	1.8	-7.1	-18.0	.
O=C(COc1ccc(OCc2ccccc2)cc1)NN=C1CCCC1	.	.	-0.8	.	-0.8	1.4	.
Cc1ccc(C)c(S(=O)(=O)N2CCCOC2CNC(=O)C(=O)NCCc2ccccc2)c1 (configuration not stated)	5.4	-1.6	3.1	5.1	-1.5	3.2	-1.9
C[C@H]1CN([C@@H](C)CO)C(=O)c2c(c3ccccc3n2C)-c2ccccc2CO[C@@H]1CN(C)S(=O)(=O)c1ccccc1C#N	.	0.6	8.1	.	8.5	-0.8	1.7
O=Cc1coc2ccc3ccccc3c2c1=O	-2.1	-0.3	.	-2.3	-2.1	4.3	-4.5
O=C1CCc2cc(S(=O)(=O)N3CCC(C(=O)Nc4nccs4)CC3)ccc2N1	-2.1	-0.8	.	-10.5	-0.9	3.0	1.1
C#CCN1C(C)=CC(=O)[C@@H](O)[C@H]1c1ccccc1Br	6.4	12.9	0.0	-0.1	0.6	-6.3	1.2
NC(=O)C1CCCNC1 (configuration not stated)	6.6	-1.9&-3.5	0.8	-3.7	-1.3&6.3	-1.9	-1.7&-1.9
COC(=O)c1ccc(OC(C)C(=O)c2ccc(C)cc2)cc1 (configuration not stated)	.	-0.3	1.9	3.2	-37.0	0.8	.
NS(=O)(=O)c1ccc(CNC(=O)c2cc(S(=O)(=O)N3CCOCC3)c(Cl)cc2Cl)cc1	-7.0	-2.6	-0.6	-0.5	0.4	2.6	-4.7
CSc1nc(=S)n(-c2cc(C)ccc2C)c(C)c1C(C)=O	-0.5	1.2	-4.5	-0.6	-1.9	1.2	-2.3

Some of these compounds in order of the ARNT-TACC3 inh value, smallest number first.
SMILES,SIRT5 block,miR122 inh,ARNT-TACC3 inh,ERp5 inh,esBAF inh
COc1ccc(S(=O)(=O)Nc2ccc(S(=O)(=O)NCC3CCCO3)cc2)cc1 (configuration not stated),1.0,9.1,-8.2,1.1,-0.9
Cc1cccc(NC(=O)c2sc(C)nc2C)c1,.,8.5,-6.2,.,29.4
O=C1CCc2cc(S(=O)(=O)N3CCC(C(=O)Nc4nccs4)CC3)ccc2N1,.,-10.5,-0.9,3.0,1.1

Additional results follow:
SMILES	C2C12 statin	Cneo AK release	SIRT5 block	miR122 inh	ARNT-TACC3 inh	ERp5 inh	esBAF inh
Cc1ccc(-c2nc3ncccn3c2NC(=O)C2CC2)cc1	14.5	0.8	.	-2.3	-5.3	.	-2.7
COc1ccc(-c2cnc3c(c2)C(=O)N([C@@H](C)CO)C[C@H](C)[C@H](CN(C)C(=O)C2CCCCC2)O3)cc1	18.2	-8.5	-14.3	-2.2[16.7 µM]	13.0	3.5	-6.2
CCOc1ccc(OCCC(=O)OCC(=O)c2c(N)n(CC(C)C)c(=O)n(C)c2=O)cc1	0.5	-1.0	.	-7.9	.	-0.5	2.4
CC(=O)c1ccc(NC(=O)c2cc(Cl)sc2Cl)cc1	.	.	0.4	.	-3.0	-6.9	.
Cc1sc2ncnc(SCC(=O)NCC3CCCO3)c2c1C (configuration not stated)	12.5	0.2	-0.3	.	-2.0	6.0	0.7
Cc1ccccc1-c1nc(C#N)c(N2CCC(C)CC2)o1	-0.3	-0.6	-6.1	-6.0	22.1	-1.8	17.7
C=CCSc1nnc(NC(=O)COc2ccccc2)s1	.	.	10.9	.	-6.2	4.9	.
Cc1nonc1OC(C)CNCCNc1ccc([N+](=O)[O-])cc1 (configuration not stated)	.	-2.7	0.1	-5.6	.	6.3	.
COC(=O)CNC(=O)C1Nc2ccc(OC(F)(F)F)cc2C2C=CCC12 (configuration not stated)	-3.2	-0.1	.	-7.6	.	-3.7	0.9
CCN(CC(=O)NCc1ccc(Cl)cc1)C(=O)CCc1ccccc1O	3.3	-0.2	-7.9	.	-11.8	0.0	-8.3
CC(C)Cc1csc(=S)[nH]1	5.2	1.1	5.5	.	0.5	6.1	-5.6
Cc1ccc(NC(=O)C2=C(C(=O)O)CCCC2)cc1Br	-5.2	0.5	-2.6	13.1	-1.9	-3.7	7.8
Cc1ccc(NC(=O)COC(=O)c2ccccc2Cl)cc1S(=O)(=O)N(C)C	.	.	-2.7	3.0	3.0	-1.0	.
O=C(Nc1ccc(F)c(F)c1)c1cnc(-c2ccccc2)nc1-c1ccccc1	-5.1	-0.3	.	1.7	12.6	.	6.8
Cc1ccc(Nc2c([N+](=O)[O-])c(=O)oc3ccccc23)cc1	.	.	1.0	.	8.1	2.5	.
O=C(NNc1c(Cl)cccc1Cl)c1ccno1	3.9	-1.7	0.0	10.5	6.4	1.8	3.2
